Bioassay records (PubChem)
TRPML3 ag = human mucolipin-3 channel agonism; Q8TDD5; HEK293 TRPML3-YFP, Fluo-8 calcium fluorescence; 100% = the carbachol control signal; activation, % at 3 µM; 220,000 tested, 0.29% active;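 active means activation above its plate's cutoff, the mean activation of the plate's test wells plus 3 SD, cut at about 12% in these data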;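 further: 0% = DMSO only wells and 100% = carbachol wells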
Target sequence (Q8TDD5 whole entry, looked up): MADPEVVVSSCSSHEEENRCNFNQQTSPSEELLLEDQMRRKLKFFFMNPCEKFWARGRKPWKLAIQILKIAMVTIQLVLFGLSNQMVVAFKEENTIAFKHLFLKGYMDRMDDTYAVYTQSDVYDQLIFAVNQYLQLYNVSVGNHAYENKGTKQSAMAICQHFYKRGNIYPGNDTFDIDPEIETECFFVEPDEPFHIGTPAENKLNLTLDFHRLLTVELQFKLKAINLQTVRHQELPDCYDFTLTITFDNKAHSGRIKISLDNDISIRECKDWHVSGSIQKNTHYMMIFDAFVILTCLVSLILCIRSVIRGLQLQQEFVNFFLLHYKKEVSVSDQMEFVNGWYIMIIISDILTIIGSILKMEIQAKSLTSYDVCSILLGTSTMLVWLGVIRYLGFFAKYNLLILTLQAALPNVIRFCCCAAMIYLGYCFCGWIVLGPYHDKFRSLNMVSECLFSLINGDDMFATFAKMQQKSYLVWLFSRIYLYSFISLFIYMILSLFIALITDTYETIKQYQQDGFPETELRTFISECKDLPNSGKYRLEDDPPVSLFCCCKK
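system = HEK293 cells stably carrying human TRPML3-YFP | doses = one concentration, 3 µM nominal, 0.3% DMSO | timing = dye loading 1 h 37 °C then 30 min ambient, 125 s read | detection = Fluo-8 calcium dye fluorescence, ex 470-495, em 515-575 nm | benchmarks = high control carbachol 87 µM, low control DMSO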
TRPN1 ag = agonists of zebrafish TRPN1 channel; 220,000 tested, 0.18% active; activation, % at 3 µM; AID 1424; HEK293 zebrafish TRPN1-YFP, Fluo-8 calcium fluorescence; 100% = response to 87 µM carbachol;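 active means activation above its plate's cutoff, the mean activation of test wells on that plate plus 3 SD, cut at about 19% in these data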;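 further: 0% = DMSO alone and 100% = 87 µM carbachol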
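System: zebrafish TRPN1-YFP in HEK293 cells / Dosing: 3 µM single point / Timing: dye loading 1 h at 37 °C, then 30 min room temperature / Signal: Fluo-8 calcium fluorescence, excitation 470-495 nm, emission 515-575 nm / Read-out basis: percent activation from peak over basal fluorescence ratio, control-normalized / Control set: high carbachol 87 µM, low DMSO alone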
RBBP9 inh = inhibitors of human serine hydrolase RBBP9. inhibition, % at 7.94 µM. recombinant RBBP9, FP-Rh probe fluorescence polarization. 220,000 tested, 0.2% active;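 active means inhibition above the campaign mean of all tested compounds plus 3 SD, cut at about 14% in these data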;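 further: plate controls were DMSO wells with RBBP9 for no effect and wells lacking RBBP9 protein for full effect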
Target sequence (O75884 whole entry, looked up): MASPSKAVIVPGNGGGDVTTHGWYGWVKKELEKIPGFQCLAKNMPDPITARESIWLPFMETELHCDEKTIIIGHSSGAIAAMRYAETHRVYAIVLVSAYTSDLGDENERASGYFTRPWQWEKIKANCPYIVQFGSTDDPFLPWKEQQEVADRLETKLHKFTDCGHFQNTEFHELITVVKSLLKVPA
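Test system: recombinant human RBBP9; Timing: 30 min then 45 min, 25 °C; Detection: fluorescence polarization; Control set: RBBP9 with DMSO as uninhibited control, no-protein wells as full inhibition; Compound dosing: one concentration, 7.94 µM nominal, 0.794% DMSO; Probe or stimulus: FP-Rh activity-based probe, 375 nM before mixing.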
Wee1 degr inh = inhibitors of human Wee1 degradation; P30291; HeLa Luc-Wee1K328M stability, luciferase luminescence; 100% = proteasome inhibitor MG132 effect; reporter increase, % at 5 µM; 220,000 tested, 1.2% active; AID 1321;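 active means activation above the mean of all tested compounds plus 3 SD, set per screening run, cut at about 8.8% in these data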;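 further: cells exposed to compound for 20 h before luminescence read; 0% = DMSO alone and 100% = MG132 at 30 µM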
CHOP inh = CHOP inhibition in unfolded protein response. CHO-K1 CHOP-promoter luciferase, tunicamycin-induced, 15-18 h. inhibition, % at 10 µM. 220,000 tested, 3.8% active;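 active means compounds that reduced the stress-induced luciferase reporter signal by more than about 70% of percent inhibition, limit read from the data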;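 further: 0% = tunicamycin plus vehicle and 100% = wells without tunicamycin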
TNF death inh = TNF-alpha cell death inhibition in Jurkat FADD-/- cells | Jurkat FADD-/- TNF necroptosis rescue, ATP luminescence, 24 h; 0 = TNF only, 100 = no-TNF cells | activation (protection from cell death), % at 10 µM | 220,000 tested, 0.068% active | AID 463075;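 active means activation, meaning protection from cell death, of at least 50% relative to plate controls; inactive means activation below 50%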;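 further: necroptosis triggered by 40 ng/mL TNF-alpha added together with compound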
BaF3 parental = reduces parental Ba/F3 cell viability, JAK2V617F counter-screen | CellTiter-Glo ATP luminescence | 220,000 tested, 1.1% active | inhibition, % at 5.6 µM;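 active means inhibition above a per-campaign cutoff, the mean inhibition of all tested compounds plus 3 SD, cut at about 27% in these data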;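 further: 0% = DMSO wells and 100% = JAK Inhibitor I control wells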
Ba/F3 V617F tox = lowers viability of Ba/F3 cells expressing EpoR and JAK2V617F; ATP luminescence; inhibition, % at 5.6 µM; 220,000 tested, 1.1% active;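 active means inhibition above the campaign mean plus 3 SD over all tested compounds, cut at about 24% in these data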;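 further: cytokine-independent growth of Ba/F3 cells driven by EpoR plus mutant JAK2; 0% = DMSO-treated cells and 100% = JAK inhibitor I control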
PPC-1+TRAIL kill = compounds killing PPC-1 cancer cells with TRAIL present (potentiator screen, no TRAIL-free arm); PPC-1 cells + TRAIL, ATPLite viability luminescence; cell killing (% activity), % at 4 µM; 220,000 tested, 0.41% active;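 active means cell killing above 50% in the first pass at 4 µM, then a duplicate retest at 5 µM averaging 50% or more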;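 further: plate controls were cells with TRAIL plus DMSO for no effect and medium-only wells lacking cells for full effect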
An asterisk follows results filed as active; . = no result given.

molecule,TRPML3 ag,TRPN1 ag,RBBP9 inh,Wee1 degr inh,CHOP inh,TNF death inh,BaF3 parental,Ba/F3 V617F tox,PPC-1+TRAIL kill
O=c1c2cc(N3CCOCC3)ccc2[nH]c(=S)n1Cc1ccccc1Cl,0.3,-0.1,0.0,1.8,-8.5,1.1,5.9,0.2,.
CS(=O)(=O)NCCNC(=O)c1cc(OCC(F)(F)F)ccc1OCC(F)(F)F,0.3,-0.3,-6.0,-2.1,22.2,-0.3,3.8,2.1,-4.5
Cc1ccc(NN=C2C(=O)OC(C)(C)OC2=O)c(C)c1,-0.2,-1.0,-5.2,-0.6,36.0,7.9,-0.3,-2.8,1.9
Cn1nnnc1SCC(=O)NCCc1ccc(Cl)cc1,0.3,-0.1,0.5,-0.5,11.8,0.9,3.0,-1.2,9.8
Cc1cc(NC(=O)c2cc(-c3cccc(Cl)c3)on2)no1,0.9,1.3,-5.1,0.1,-9.4,0.8,-0.2,-1.8,8.0
COc1ccc(/C=N/NC(=O)CNC(=O)c2cccs2)cc1,0.6,0.1,-4.6,3.3,34.6,0.7,7.0,-0.5,-3.2
O=C(Cc1ccc(-n2c(=O)c3ccccc3n(Cc3ccccc3Cl)c2=O)cc1)NCC1CCCO1 (centres undefined),-0.1,1.0,0.6,-0.5,11.3,-1.9,8.8,2.3,22.0
CSc1ncccc1C(=O)Nc1nnc(C2CC2)s1,0.1,-1.0,-3.0,0.1,9.3,1.2,0.0,-5.5,5.3
COc1cc2[nH]c(=O)n(CCCCCC(=O)NCCCN3CCOCC3)c(=O)c2cc1OC,1.0,0.7,1.0,0.7,9.0,3.4,7.7,-1.0,14.2
O=c1c2ccccc2nc2n1CC/C2=C\c1ccccc1[N+](=O)[O-],0.9,-0.8,-2.1,0.4,-8.1,-1.5,1.0,-0.5,2.3
COC(=O)N1CCN(c2ccc(C)c(C)c2)CC1,-0.3,1.8,2.8,-1.2,-8.1,0.8,2.5,-0.8,8.5
Cc1ccc2c3c1C(=O)C(=O)N3C(C)(C)CC2C (centres undefined),-2.0,-2.9,0.4,0.0,-13.2,-2.9,3.0,0.3,6.4
O=C(NCc1ccco1)c1cc(-c2ccco2)on1,-0.2,1.1,3.2,1.4,18.8,-1.5,6.4,1.2,-4.8
CCOc1ccc(C=Nc2cccc3ncccc23)cc1,1.0,-0.5,9.4,1.0,12.5,-10.6,5.0,5.5,29.0
Cc1nc2ccc(C(=O)N3CCSCC3)cc2s1,0.9,0.4,0.1,-1.7,-11.7,-0.4,-2.2,-3.8,6.0
Cc1cc(NC(=O)CSc2ccc3nnc(-c4cccc(F)c4)n3n2)no1,0.1,0.3,-4.8,-2.6,38.7,-1.8,1.8,-3.7,27.0
CCOc1cc(/C=N/NC(=O)CCc2n[nH]c(=O)[nH]c2=O)ccc1O,0.6,1.2,3.0,8.4,-4.6,-0.3,8.4,5.3,6.3
CCOc1ccc(NC(=O)NC2CC(=O)N(c3ccc(OC)cc3)C2)cc1 (centres undefined),0.7,-0.1,-1.8,-0.5,58.9,-0.9,2.3,2.5,6.7
Cc1ccc(-c2nn(C)c(=O)c3ccccc23)cc1CNC(=O)CSc1nc2ccccc2o1,0.0,-0.8,-6.3,-1.0,38.9,-0.3,5.8,-1.5,7.5
C/C(=N/NC(=O)c1ccc(C)s1)c1cccc(NC(=O)COc2ccc(Cl)cc2C)c1,0.4,1.7,-1.7,0.8,18.2,0.0,0.7,-3.8,-4.2
Cc1ccc(C(=O)C2=C(O)C(=O)N(Cc3ccccc3)C2c2cccnc2)o1 (centres undefined),-0.4,0.1,-7.2,-1.5,9.5,-2.1,-2.5,10.8,2.5
CNC(=O)c1sc(=S)n(-c2ccc(OC)cc2)c1N,0.3,0.3,-5.9,-1.2,21.3,-1.0,9.3,0.1,-0.6
CCN(CC)CCOC(=O)c1ccc2c(c1)OCCO2,0.6,-0.8,-2.3,-3.6,20.0,1.4,3.4,-4.1,6.9
Cc1cc(C(=O)O)ccc1-n1c(C)ccc1C,0.8,0.5,-3.7,-2.0,6.7,-2.0,6.5,-0.3,.
CCCCCCc1ccc(OCC(=O)OC)cc1OCC(=O)OC,0.1,-0.7,-3.9,-2.1,38.4,0.7,3.0,-2.1,0.1
CCOc1cc(/C=C2\SC(=S)N(Nc3ccccc3)C2=O)ccc1O,15.8*,22.1*,-80.1,-0.9,42.7,-3.0,0.9,0.6,6.9
COC(=O)CNC(c1ccccc1)c1cc(C)ccc1NC(=O)CNC(=O)OCc1ccccc1 (centres undefined),-0.1,-0.3,0.9,1.9,23.2,-1.5,5.6,6.1,13.1
CCC(=O)OCC(=O)c1c(N)n(Cc2ccccc2)c(=O)n(C)c1=O,1.2,1.2,-0.3,-2.3,-25.1,-0.6,1.2,1.1,10.8
Nc1nc2ccccc2n1/N=C/c1ccc(-c2ccccc2)o1,-0.7,-1.4,1.2,0.2,48.4,0.6,1.5,-0.6,8.2
COC(=O)c1cc(C(=O)Nc2cccc(C)n2)cc([N+](=O)[O-])c1,0.1,-0.5,2.1,7.3,-10.9,-2.9,1.4,1.6,21.4
O=C(Cn1c(=O)c2c(ncn2Cc2ccccc2)n(Cc2ccccc2)c1=O)N1CCCC1,-0.3,0.0,0.2,-1.3,-15.0,-2.0,1.4,-1.1,26.4
CCOc1ccc2nc(COC(=O)c3ccncc3)c(C(=O)c3ccccc3)[n+]([O-])c2c1,0.5,0.6,8.5,-1.1,-1.5,1.9,0.5,-3.8,3.0
CCC(C)(C)NC(=O)CCCSc1nc2ccccc2s1,0.2,-0.1,-11.8,2.5,-5.0,-0.5,0.9,1.7,41.1
N#C/C(=C(/O)COC(=O)CCc1ccc(S(=O)(=O)N2CCOCC2)cc1)c1nc2ccccc2[nH]1,1.2,3.5,-3.9,1.0,19.2,8.6,6.5,2.3,10.2
Cc1cc(C)cc(OCC(=O)OCc2nnc(-c3ccccc3)o2)c1,-0.4,-0.6,-0.4,0.1,-5.1,-1.0,2.8,-0.4,.
Cc1ccc(C2Nc3ccccc3C(=O)N2CCN2CCNC2=O)cc1 (centres undefined),0.7,1.2,-7.7,-0.8,8.8,1.9,0.0,-1.8,13.6
COCCNC(C)C(=O)Nc1ccc(Br)cc1 (centres undefined),0.3,1.5,-6.8,-2.6,25.5,1.0,2.0,4.1,-21.5
CCN1CCN(C(=O)c2ccc(N3CC4CC(C3)c3cccc(=O)n3C4)c([N+](=O)[O-])c2)CC1 (centres undefined),0.7,1.3,-1.1,-2.5,-5.4,1.0,2.3,-1.8,3.7
COc1ccc(/C=C(/NC(=O)c2ccco2)C(=O)N2CCCC2=O)cc1,0.6,0.3,-3.0,-0.4,27.7,-0.7,5.0,-1.8,11.2
COC(=O)c1nnc(-c2ccccc2)nc1OC,1.2,0.1,-3.8,-0.5,40.5,-2.8,4.4,-2.0,0.6

An excerpt from above in order of length of the SMILES, smallest number first.
molecule,TRPML3 ag,TRPN1 ag,RBBP9 inh,Wee1 degr inh,CHOP inh,TNF death inh,BaF3 parental,Ba/F3 V617F tox,PPC-1+TRAIL kill
COC(=O)c1cc(C(=O)Nc2cccc(C)n2)cc([N+](=O)[O-])c1,0.1,-0.5,2.1,7.3,-10.9,-2.9,1.4,1.6,21.4
COC(=O)CNC(c1ccccc1)c1cc(C)ccc1NC(=O)CNC(=O)OCc1ccccc1 (centres undefined),-0.1,-0.3,0.9,1.9,23.2,-1.5,5.6,6.1,13.1
O=C(Cc1ccc(-n2c(=O)c3ccccc3n(Cc3ccccc3Cl)c2=O)cc1)NCC1CCCO1 (centres undefined),-0.1,1.0,0.6,-0.5,11.3,-1.9,8.8,2.3,22.0

Following part.
molecule,TRPML3 ag,TRPN1 ag,RBBP9 inh,Wee1 degr inh,CHOP inh,TNF death inh,BaF3 parental,Ba/F3 V617F tox,PPC-1+TRAIL kill
CC(=O)N1CCc2cc(S(=O)(=O)NCCCOC(C)C)ccc21,1.4,1.4,-5.0,-0.6,37.0,-1.4,2.4,-1.5,-5.4
Cc1ccc(C(=O)N/C(=C\c2cccs2)C(=O)NCC2CCCO2)cc1C (centres undefined),0.5,-2.3,-6.0,2.4,25.1,0.6,2.3,-0.5,30.2
COc1ccc(CNC(=O)C2C3C=CC4(CN(Cc5cccnc5)C(=O)C24)O3)cc1 (centres undefined),0.3,0.6,-7.8,-1.1,-17.8,-1.5,2.1,0.6,4.7
COc1ccccc1CO/N=C/NC(=O)c1c(OC)ccnc1Oc1ccc(F)cc1,2.1,6.1,-5.0,-1.2,25.7,-4.8,3.3,-2.7,-5.0
O=C(Nc1cnc2ccccc2c1)c1cccc(-n2cnnn2)c1,0.2,1.3,-6.5,1.0,-23.1,-1.6,2.2,-1.9,13.5
O=C(O)/C=C/C(=O)NNC(=O)c1ccccc1Br,0.1,1.6,-4.2,2.6,-7.2,-1.9,0.3,-2.9,13.6
O=C(Cc1noc2ccccc12)Nc1ccccn1,0.9,2.1,-4.7,0.1,-67.3,1.8,2.0,-0.4,0.8
CC(C)(C)c1ccc(C(=O)NCC(=O)OCC(=O)Nc2nc(-c3ccc(F)cc3)cs2)cc1,0.8,-0.4,-5.6,-0.8,73.5*,0.8,7.1,0.7,20.4
CC(=O)Nc1c([N+](=O)[O-])cc2[nH]c(=O)[nH]c2c1[N+](=O)[O-],1.5,1.2,1.6,-0.9,-0.9,1.1,7.9,5.0,25.9
CCOC(=O)c1[nH]c2cc(OC)c(OC)cc2c1NC(=O)CN1CCN(C)CC1,0.9,0.3,-4.2,-0.7,22.2,0.4,2.4,3.2,-5.7
O=C1CC(c2ccco2)CC(O)=C1C=Nc1ccccc1-c1ccccc1 (centres undefined),-0.3,-2.1,-2.7,-0.2,103.8*,-2.3,6.8,3.0,7.9
CCCCc1nc2ccccc2c(NC(=O)CN2CCCC2)c1CCC,0.0,-0.9,4.0,0.2,14.4,-0.7,4.9,0.7,9.0
O=C(c1ccccc1)N1CCN(c2ncnc3c(-c4ccccc4)nsc23)CC1,1.2,1.2,-8.6,3.9,29.9,3.0,-0.1,-3.5,5.6
CCOc1cccc(C(=O)N(Cc2ccco2)C2CCS(=O)(=O)C2)c1 (centres undefined),0.7,-0.9,-4.3,-1.1,27.9,-0.3,-4.2,-3.6,-2.2
CCOc1ccc(N2C(=O)CC(SC(=NC)Nc3ccc(F)cc3)C2=O)cc1 (centres undefined),-0.9,-1.0,-2.0,-2.2,21.6,-2.5,0.5,-4.1,-15.3
Cn1c(Cc2ccccc2)[n+](C)c2ccccc21,0.5,-0.1,-2.3,4.2,4.9,0.0,68.9*,66.6*,4.3
N/C(=N\OC(=O)COc1ccc(Cl)cc1)c1cccnc1,-1.0,-0.8,7.0,0.1,-10.7,1.1,5.1,-1.2,8.8
CSCCNC(C)=O,-0.1,-0.2,-10.8,-3.2,2.7,0.6,4.5,-0.6,11.8

Random draw from the library, and some 6.8% of all compounds hit somewhere here.
